# USP10 inh = inhibitors of human USP10 deubiquitinase | Q14694 | AID 1645856 | hit rate 1.1% among 47,000 | inhibition, % at 20 µM | purified USP10, Ub-rhodamine fluorescence, 60 min
# USP8 inh = blocks human USP8 ubiquitin-rhodamine cleavage; P40818; purified USP8, Ub-rhodamine cleavage fluorescence, 30 min; inhibition, % at 20 µM; hit rate 4.2% among 47,000
# USP30 inh = inhibitors of human USP30 deubiquitinase. Q70CQ3. purified USP30, Ub-rhodamine cleavage fluorescence. inhibition, % at 25 µM. hit rate 5.3% among 47,000. AID 1645860
# USP7 block = blocks human USP7 ubiquitin-rhodamine cleavage | Q93009 | purified USP7, Ub-rhodamine cleavage fluorescence | inhibition, % at 20 µM | hit rate 0.3% among 47,000 | AID 1645854
# USP17 block = inhibitors of human USP17 deubiquitinase; AID 1645855; inhibition, % at 50 µM; A8MUK1; purified USP17, Ub-rhodamine cleavage fluorescence, 3 h; hit rate 6.5% among 47,000
# UCHL1 block = blocks human UCHL1 ubiquitin-rhodamine cleavage; P09936; purified UCHL1, Ub-rhodamine cleavage fluorescence; inhibition, % at 20 µM; hit rate 0.2% among 47,000; AID 1645859
# OTUD3 inh = inhibitors of human OTUD3 deubiquitinase | AID 1645858 | hit rate 0.7% among 47,000 | purified OTUD3, Ub-rhodamine fluorescence, 2 h | inhibition, % at 25 µM | Q5T2D3
# USP28 block = human USP28 deubiquitinase inhibition; Q96RU2; purified USP28, Ub-rhodamine cleavage fluorescence, 30 min; inhibition, % at 25 µM; hit rate 3% among 47,000; AID 1645857
# Target sequence (Q96RU2 whole entry, looked up): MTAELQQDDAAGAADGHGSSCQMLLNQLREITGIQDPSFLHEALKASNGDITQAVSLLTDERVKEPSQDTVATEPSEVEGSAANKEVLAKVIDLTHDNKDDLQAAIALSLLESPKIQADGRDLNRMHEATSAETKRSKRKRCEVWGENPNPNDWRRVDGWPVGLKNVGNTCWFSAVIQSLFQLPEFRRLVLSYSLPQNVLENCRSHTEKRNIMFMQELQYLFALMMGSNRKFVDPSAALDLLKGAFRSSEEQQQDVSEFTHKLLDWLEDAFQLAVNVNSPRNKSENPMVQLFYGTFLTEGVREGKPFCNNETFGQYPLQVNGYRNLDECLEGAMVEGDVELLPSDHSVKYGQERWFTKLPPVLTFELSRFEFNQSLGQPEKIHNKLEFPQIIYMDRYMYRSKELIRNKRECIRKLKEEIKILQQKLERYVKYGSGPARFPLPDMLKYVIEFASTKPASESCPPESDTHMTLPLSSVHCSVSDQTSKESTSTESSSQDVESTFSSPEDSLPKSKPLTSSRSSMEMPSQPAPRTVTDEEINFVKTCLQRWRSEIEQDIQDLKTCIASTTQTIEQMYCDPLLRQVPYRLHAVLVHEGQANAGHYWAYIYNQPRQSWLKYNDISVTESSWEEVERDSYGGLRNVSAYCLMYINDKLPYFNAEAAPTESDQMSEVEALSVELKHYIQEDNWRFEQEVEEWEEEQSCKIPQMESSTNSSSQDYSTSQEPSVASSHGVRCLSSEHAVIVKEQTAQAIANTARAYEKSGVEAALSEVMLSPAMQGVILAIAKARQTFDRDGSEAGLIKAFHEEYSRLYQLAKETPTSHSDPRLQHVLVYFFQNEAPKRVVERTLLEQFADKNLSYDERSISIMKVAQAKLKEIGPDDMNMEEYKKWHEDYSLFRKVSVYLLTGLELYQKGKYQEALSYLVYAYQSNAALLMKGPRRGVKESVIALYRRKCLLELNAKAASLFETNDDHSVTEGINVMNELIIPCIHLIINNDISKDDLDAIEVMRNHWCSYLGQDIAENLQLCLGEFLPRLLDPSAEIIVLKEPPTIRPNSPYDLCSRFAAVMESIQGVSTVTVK
# Starred values were filed as active, the others as inactive; i = inactive; x = no result given. Cut-off read from the data, not from the text of the source: active = inhibition above about 30%; inactive = the rest.
compound,USP10 inh,USP8 inh,USP30 inh,USP7 block,USP17 block,UCHL1 block,OTUD3 inh,USP28 block
Cc1ccc2c(c1)C1(C(=O)N2C)N2CC3(C)CN1CC(C)(C2)C3=O (stereo not drawn),0,14,14,9,7,4,7,3
O=C(Cc1ccc(F)cc1)Nc1nnc(-c2cccc(F)c2)o1,6,-106,23,2,15,4,14,9
O=C(NC1CCCCC1)C(c1ccc(F)cc1)N(Cc1ccccc1)C(=O)c1ccc2c(c1)OCCO2 (stereo not drawn),11,2,9,-17,-15,6,0,0
O=c1[nH]c(CN2CCN(C(c3ccc(F)cc3)c3ccc(F)cc3)CC2)nc2ccccc12,-10,-63,-235,-3,-56,0,-55,-64
COc1ccccc1CN1CC(O)=C(c2nc3ccccc3s2)C1=N,-5,-4,-90,-3,23,-4,-20,-13
COc1cc(-n2c(=O)c3ccccc3n(CC(=O)N3CCN(c4ccccc4)CC3)c2=O)cc(OC)c1OC,0,-10,15,2,2,0,-1,1
COCCNC(=O)C(C)N1c2cccc3cccc(c23)S1(=O)=O (stereo not drawn),0,-11,-13,3,-5,-2,0,-12
Cc1ccc(C(=O)N2CCCn3cc(-c4ccccc4F)nc32)cn1,0,0,12,-27,8,2,8,7
COCCC(=O)N1C[C@@H](c2ccc(F)c(F)c2)[C@@]2(CCCC(=O)N2)C1,0,21,16,3,11,2,9,13
COc1cc(C(=O)Nc2ccc(NC(C)=O)cc2)ccc1OCc1ccccc1Cl,4,15,1,3,15,-1,11,4
O=C(c1cnc2ccccc2c1)N1CCCC(Cc2cc(-c3ncc[nH]3)ncn2)C1 (stereo not drawn),-1,-8,-12,-1,-3,-3,-2,-9
N#Cc1ccc(CN2CCC(C3CCCCCN3C(=O)C3CCOCC3)CC2)c(F)c1 (stereo not drawn),0,-1,17,5,7,2,9,12
Cc1onc(C(=O)NCc2ccccc2F)c1CN1CCOCC1,-1,-1,-1,-3,0,0,1,-7
COC(=O)c1ccc(C(C(=O)NC(C)(C)C)N(Cc2ccccc2Cl)C(=O)c2cccc(-n3cnnn3)c2)cc1 (stereo not drawn),1,4,-14,3,-1,2,-2,0
COc1ccc(/C=C\NC=O)cc1,6,8,5,3,7,1,0,0
COc1ccc2[nH]c3c(c2c1)CCN1C(=O)CN(CC(O)c2ccccc2)C(=O)[C@]31C (stereo partly drawn),-2,-6,-5,-4,-5,2,0,-4
COc1ccc(CSc2ncnc3c2sc2nc(CC(C)C)c4c(c23)CCC4)cc1,0,-2,-9,-7,2,-4,-5,-3
O=C(C1CCCC1)N1CCN(c2ccc(-n3cccn3)nn2)CC1,1,1,-13,-60,1,-3,-2,-2
CS(=O)(=O)N1CCC(C(=O)N2CCCCC2)Oc2ccccc21 (stereo not drawn),2,5,x,4,15,2,6,x
O=C(Nc1ccc(N2CCN(C3CCCCC3)C2=O)nc1)c1ccncc1,-10,-136,-244,-20,-57,-18,-45,-60
CC(C)NC(=O)c1cccc(-c2noc(-c3ccoc3)n2)c1,-2,-3,-12,2,1,2,0,-11
COc1cc(C(=O)NCCc2csc(-c3ccccc3)n2)cc(OC)c1OC,0,-4,-7,-4,-4,-1,-6,3
COc1ccc(OC)c(CCNC(=O)CCC2=NS(=O)(=O)c3ccccc3N2)c1,1,-4,6,2,4,2,2,9
O=C(c1ccco1)[C@@H]1[C@@H]2C(=O)N(c3ccc(Cl)c(C(F)(F)F)c3)C(=O)[C@@H]2C2c3ccccc3C=CN21 (stereo partly drawn),-7,8,i,-71,-15,-81,-85,-148
Cc1cccc(NC(=O)NCCc2cn(C)c3ncccc23)c1,0,7,-3,0,-5,-1,-1,20
COCC(=O)N1C[C@@H]2C[C@]2(c2ccccc2)C(=O)c2ncccc21,0,2,2,2,15,0,9,10
COc1ccccc1N1CCN(C(=O)c2noc3c2CCc2sccc2-3)CC1,3,-28,-20,-76,9,5,14,11
CN1CC(=O)N(C2CCCNC2)Cc2c(NC3CCOCC3)ncnc21 (stereo not drawn),-4,-159,-46,-4,-42,-7,-19,-22
CS(=O)(=O)c1cccc(S(=O)(=O)N2CCc3nc4ncc(Cl)cc4cc3C2)c1,-1,-15,-218,-9,-9,-8,-42,-29
CCCCC/C=C/c1c(O)cc(CC=C(C)C)c(O)c1C=O,-12,-97,-28,-13,18,-15,3,23
CC(=O)c1ccc(N2CCN(C(=O)Cc3c(C(=O)O)[nH]c4ccc(Cl)cc34)CC2)cc1,14,0,2,11,8,2,0,0
Cc1ccc(N(CC(=O)NCCN2CCOCC2)S(C)(=O)=O)cc1C,1,7,1,1,5,-1,0,0
CN1C[C@H]2CCN(C(=O)c3ccn[nH]3)CC[C@H]2S1(=O)=O,2,-16,-7,1,0,-1,-4,-10
COc1ccccc1CCC(=O)N1CC[C@H]2[C@H]1CCCCC(=O)N2Cc1ccccc1F,-5,-12,-1,-6,-17,-5,-7,-4
COc1c(C)c(C(O)C(C)O)c2[nH]c3ccc(CC=C(C)C)cc3c2c1O (stereo not drawn),4,63*,48*,-15,99*,12,-47,48*
Cc1cc(C)n2nc(C(=O)NCc3ccc(Cl)cc3)nc2n1,3,8,18,-4,2,-2,-5,-7
CC(C)c1cc(C(=O)N2CCCC2c2cc(C(C)C)on2)no1 (stereo not drawn),0,-35,-2,-10,0,-3,0,1
O=S1(=O)c2ccccc2C(O)(Cc2ccccc2)CN1CCO (stereo not drawn),0,11,2,2,4,-2,4,-2
Cc1ccc(C)c(C(=O)Cn2c(=O)c3c(ncn3CCC(C)C)n(Cc3ccccc3)c2=O)c1,-2,1,-43,-7,-13,3,-1,-5
O=C1CCSc2ccc(C(=O)O)cc2N1,1,1,-3,0,0,0,2,-6
Cc1nc(N2CCN(C)CC2)cc(N2CCN(S(=O)(=O)c3ccccc3)CC2)n1,-7,-11,-76,-1,-18,-2,-3,-24
Cc1noc(-c2ccc(SCC(=O)Nc3ccccc3C)nc2)n1,0,-6,-68,0,-18,0,-2,-4
COc1cccc(NC(=O)c2nnn(Cc3nc(-c4cccc(C)c4)oc3C)c2N)c1,2,-3,-2,11,0,10,-1,6
CCc1nnc(NC(=O)Cc2coc3cc4c(cc23)CCC4)s1,-4,-11,-44,-1,-20,-7,-15,-33
O=C(c1ccn[nH]1)N1CCCC(c2nccnc2-c2cccc(F)c2)C1 (stereo not drawn),0,23,16,4,18,1,8,13
Cc1coc2cc3oc(=O)c(CCC(=O)Nc4ccc(Cn5cncn5)cc4)c(C)c3cc12,1,16,-15,4,5,1,3,7
O=C(O)CNC(=O)N1CCN2Cc3ccccc3CN(Cc3ccccc3)CC2C1 (stereo not drawn),-2,-86,-201,-16,-69,-13,-47,-73
Cc1ccc(F)cc1NC(=O)c1ccc(N2CCCC2=O)cc1,0,-1,12,2,0,0,4,0
O=C(NC1CCCN(c2cc(N3CCCC3)ncn2)C1)c1ccoc1 (stereo not drawn),-2,-2,-22,-1,-8,-1,-6,-5
Cc1ccc(S(=O)(=O)N2CCCC(c3nc(-c4cccnc4)no3)C2)cc1C (stereo not drawn),0,-6,-3,0,-5,-3,-6,-7

# The closing 2 records of the part before lead into the next:
compound,USP10 inh,USP8 inh,USP30 inh,USP7 block,USP17 block,UCHL1 block,OTUD3 inh,USP28 block
O=C(NC1CCCN(c2cc(N3CCCC3)ncn2)C1)c1ccoc1 (stereo not drawn),-2,-2,-22,-1,-8,-1,-6,-5
Cc1ccc(S(=O)(=O)N2CCCC(c3nc(-c4cccnc4)no3)C2)cc1C (stereo not drawn),0,-6,-3,0,-5,-3,-6,-7
CC1CCN(C(=O)c2cn(-c3ccc(S(=O)(=O)N4CCCC(C)C4)cn3)cn2)CC1 (stereo not drawn),1,9,16,7,8,2,1,2
Cc1ncc2c(n1)CCN(C(=O)Nc1ccccc1Br)C2,-4,11,-24,1,-2,2,5,0
Fc1cccc(-c2noc(Cc3nnc(-c4ccccc4)o3)n2)c1,-1,-8,-63,2,-2,-4,1,6
Cn1cc(-c2cnc(CC3CCCN(C(=O)C(C)(C)C)C3)cn2)cn1 (stereo not drawn),2,1,-7,-1,-7,-1,-4,-6
Fc1ccccc1CSc1nnc(C2CCNCC2)o1,-2,-103,-9,-5,-22,-4,-5,2
COc1cccc(N2CCN(c3ccc4nnc(CCC(=O)NC5CCCC5)n4n3)CC2)c1,-2,65*,20,0,22,4,6,7
Cc1ccc(S(=O)(=O)[C@H]2CS(=O)(=O)C[C@@H]2NCCc2ccc(F)cc2)cc1,0,7,5,-1,2,1,4,0
Cc1ccc(NC(=O)c2ccc(Nc3nnc(C)c4ccccc34)cc2)cc1,-1,13,8,3,52*,2,-2,75*
NCc1ccc(C(=O)N2CCC3(CC2)C(=O)Nc2ccccc23)cc1,-1,85*,5,-59,6,5,3,8
Cc1cccc(Cn2c(C3CCCO3)nc3ccccc32)c1 (stereo not drawn),-4,-6,0,-58,-6,-8,1,-2
COc1ccc(CCNC(=O)COc2cc(C)c3ccc(OC)cc3n2)cc1,-2,-16,-31,-2,46*,-2,-7,-5
CCc1noc(-c2ccc(-n3cnc(C(=O)NC4CCCC4)c3)nc2)n1,3,15,11,4,6,1,0,6
NC(=O)COc1ccc(C2=NO[C@]3(C(=O)Nc4ccccc43)[C@H]2C(=O)c2ccco2)cc1,-3,-133,14,2,-12,2,10,8
Cc1ccc(NS(=O)(=O)c2c(C)[nH]c(C)c2C(=O)N2CCCC2)cc1,0,14,10,-21,10,0,2,-3
Cc1ccc(C(=O)Nc2nccnc2C(=O)NCC2CCCO2)cc1 (stereo not drawn),0,2,4,x,3,-1,0,-5
CCc1ccc(NC(=O)c2ccc(SCCN3CCOCC3)nc2)cc1,0,17,8,2,13,0,12,6
N#Cc1ccc(-c2ccc(S(=O)(=O)C3CCN(CC(=O)c4ccc(F)cc4)CC3)cc2)cc1,-11,-1,-117,-10,-16,-9,-28,-29
O=C1NCc2ccccc2CC12CCN(Cc1ccccc1)CC2,-1,-8,-53,0,-32,0,-9,-9
Cc1nc(=O)c2ccccc2n1C1=CCN(C(=O)CCn2cccn2)CC1,-3,-35,-218,-15,-53,-17,-48,-67
COc1cccc(CNC(=O)CN2C(=O)c3ccccc3C2c2c[nH]c3ccccc23)c1 (stereo not drawn),2,-8,-8,-5,1,3,-13,-2
Cc1cc(C(=O)N2CCOC3(CC=CCN(CCc4ccccc4)C3=O)C2)n2nccc2n1 (stereo not drawn),0,17,0,2,3,3,76*,-1
CCn1nccc1-c1cccc(-c2noc(-c3ccc(OC)cc3)n2)c1,7,0,-23,6,-15,4,-9,-7
O=C(Nc1c2c(nn1-c1ccc(F)cc1)CS(=O)(=O)C2)C1(c2ccc(Cl)cc2)CCCC1,6,13,22,-14,12,6,15,13
CCc1ccccc1NC(=O)CC[C@@H]1NC(=O)N(Cc2ccc(OC)cc2)C1=O,0,6,23,1,17,2,-8,11
Cc1cnc(C(=O)Nc2ccc(C3CCc4nncn4C3)cc2)cn1 (stereo not drawn),1,-10,9,2,3,-2,0,3

# Taken from the listing, 3 compounds:
compound,USP10 inh,USP8 inh,USP30 inh,USP7 block,USP17 block,UCHL1 block,OTUD3 inh,USP28 block
CCn1nccc1-c1cccc(-c2noc(-c3ccc(OC)cc3)n2)c1,7,0,-23,6,-15,4,-9,-7
O=C(Nc1c2c(nn1-c1ccc(F)cc1)CS(=O)(=O)C2)C1(c2ccc(Cl)cc2)CCCC1,6,13,22,-14,12,6,15,13
CCc1ccccc1NC(=O)CC[C@@H]1NC(=O)N(Cc2ccc(OC)cc2)C1=O,0,6,23,1,17,2,-8,11

# Next part
compound,USP10 inh,USP8 inh,USP30 inh,USP7 block,USP17 block,UCHL1 block,OTUD3 inh,USP28 block
O=C(NCc1ccc2c(c1)OCO2)c1cc(-c2cc(Cl)ccc2O)n[nH]1,9,50*,77*,12,28,5,7,26
COc1cc2nc(CN3CCN(c4ccc(O)cc4)CC3)[nH]c(=O)c2cc1OC,-2,38*,-48,3,41*,2,-14,-2
CC(C)n1ncc2c(C(=O)NCCc3cccc(Cl)c3)cc(C3CC3)nc21,-10,15,-61,4,x,3,-2,37*
O=C(Nc1[nH]c2cc([N+](=O)[O-])ccc2c1-c1ccccc1)c1cccs1,-6,-289,-393,-133,-152,-149,-28,-233

# With a hit mark in USP17 block (from the list above):
compound,USP10 inh,USP8 inh,USP30 inh,USP7 block,USP17 block,UCHL1 block,OTUD3 inh,USP28 block
COc1c(C)c(C(O)C(C)O)c2[nH]c3ccc(CC=C(C)C)cc3c2c1O (stereo not drawn),4,63*,48*,-15,99*,12,-47,48*
Cc1ccc(NC(=O)c2ccc(Nc3nnc(C)c4ccccc34)cc2)cc1,-1,13,8,3,52*,2,-2,75*
COc1ccc(CCNC(=O)COc2cc(C)c3ccc(OC)cc3n2)cc1,-2,-16,-31,-2,46*,-2,-7,-5
COc1cc2nc(CN3CCN(c4ccc(O)cc4)CC3)[nH]c(=O)c2cc1OC,-2,38*,-48,3,41*,2,-14,-2

# Screening data: PubChem BioAssay, Dana-Farber Cancer Institute and Novartis Institutes for BioMedical Research (Cambridge, Mass)
